SRC2 TRFRET art = flags TR-FRET format artefacts in PPARgamma SRC-2 recruitment agonist screen; TR-FRET artefact counter-screen; stronger effect = higher value; TR-FRET ratio at 8 µM; 0.4% of 200,000 active; in the data active means TR-FRET ratio above about 2000; further: inactives centre near 1500
TNAP act hiacc = TNAP (human) activation, high acceptor; activation factor at 20 µM; 200,000 tested, under 10 active; P05186; purified TNAP, CDP-star luminescence, 1 M DEA, 30 min; stronger effect = higher value; 0 = EDTA background, 1 = DMSO-only activity;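 active means activation factor at least 2 at 20 µM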
Target sequence (P05186 whole entry, looked up): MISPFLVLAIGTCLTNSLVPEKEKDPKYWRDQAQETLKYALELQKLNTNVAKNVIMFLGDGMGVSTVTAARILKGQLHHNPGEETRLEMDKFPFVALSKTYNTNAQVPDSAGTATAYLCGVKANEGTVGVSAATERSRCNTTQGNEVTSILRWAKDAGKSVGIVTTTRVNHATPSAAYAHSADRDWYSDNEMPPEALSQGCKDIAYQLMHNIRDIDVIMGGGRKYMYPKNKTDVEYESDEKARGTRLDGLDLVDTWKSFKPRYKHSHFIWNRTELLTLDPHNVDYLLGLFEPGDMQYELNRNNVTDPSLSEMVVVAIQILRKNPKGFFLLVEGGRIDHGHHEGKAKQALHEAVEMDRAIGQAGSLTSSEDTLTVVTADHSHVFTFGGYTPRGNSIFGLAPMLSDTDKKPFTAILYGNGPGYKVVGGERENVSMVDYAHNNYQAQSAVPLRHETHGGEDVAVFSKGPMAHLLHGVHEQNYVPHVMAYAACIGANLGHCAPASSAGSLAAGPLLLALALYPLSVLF
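Dosing: 20 µM single point. System: human TNAP. Amount: TNAP 1/800 final. Incubation: 30 min, room temperature. Read-out: TNAP activation factor scaled between EDTA and DMSO control wells. Signal: luminescence from CDP-star hydrolysis. Medium: 1 M DEA, pH 9.8, Mg2+, Zn2+. Control set: EDTA negative control, DMSO positive control.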
TNAP inh hiacc = inhibitors of human TNAP at high phosphate acceptor concentration. AID 1135. purified TNAP, CDP-star luminescence, 1 M DEA. inhibition, % at 20 µM. P05186. 0.03% of 200,000 active;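 active means over 50% inhibition of tissue-nonspecific alkaline phosphatase at 20 µM in the single-dose screen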;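 further: plate controls were DMSO wells for no effect and EDTA-quenched wells as full inhibition for full effect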
PPARg SRC-3 ag = PPARgamma-driven SRC-3 recruitment agonism. activation, % at 8 µM. 0.26% of 200,000 active. biochemical PPARgamma/SRC-3 coactivator recruitment assay. AID 731. P37231; in the data active means activation above about 23%;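 further: 0% = DMSO and 100% = reference agonist; some compounds past the cut are filed as inactive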
Target sequence (P37231 whole entry, looked up): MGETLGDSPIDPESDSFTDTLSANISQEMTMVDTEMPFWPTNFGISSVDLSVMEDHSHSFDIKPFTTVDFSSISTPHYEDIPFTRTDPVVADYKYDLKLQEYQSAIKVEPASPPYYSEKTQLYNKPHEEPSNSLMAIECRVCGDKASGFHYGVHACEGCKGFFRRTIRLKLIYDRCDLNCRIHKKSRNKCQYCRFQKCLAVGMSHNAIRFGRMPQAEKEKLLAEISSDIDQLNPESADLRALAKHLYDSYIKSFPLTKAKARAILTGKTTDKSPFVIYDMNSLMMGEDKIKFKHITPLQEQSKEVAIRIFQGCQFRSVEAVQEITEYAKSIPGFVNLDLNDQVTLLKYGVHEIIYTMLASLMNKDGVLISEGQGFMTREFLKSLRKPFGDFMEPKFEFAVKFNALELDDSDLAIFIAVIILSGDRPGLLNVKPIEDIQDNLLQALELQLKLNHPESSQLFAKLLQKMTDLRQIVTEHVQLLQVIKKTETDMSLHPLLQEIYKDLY
PPARg SRC1 recr = PPARgamma-driven SRC-1 recruitment agonism. PPARgamma-SRC-1 coactivator recruitment biochemical assay. AID 631. 0.41% of 200,000 active. P37231. activation, % at 8 µM; in the data active means activation above about 19%;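 further: 0% = DMSO and 100% = reference agonist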
Efa HMGR inh = blocks class II HMG-CoA reductase of Enterococcus faecalis; purified E. faecalis HMGR, NADPH absorbance 340 nm kinetic; AID 1066; inhibition, % at 10 µM; 0.41% of 190,000 active;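 active means inhibition above a set limit, the median over all tested compounds plus 3 SD, cut at about 9.5% in these data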;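 further: enzyme runs in reverse so mevalonate oxidation gives rising NADPH absorbance; 0% = complete reaction with DMSO and 100% = background rate lacking mevalonate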
PPARg SRC-2 ag = promotes SRC-2 coactivator recruitment by human PPARgamma. activation, % at 8 µM. P37231. PPARgamma LBD-SRC-2 recruitment, biochemical. AID 1032. 0.34% of 200,000 active; in the data active means activation above about 22%;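 further: 0% = vehicle and 100% = reference agonist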
bIAP inhibitor = intestinal alkaline phosphatase (bovine) inhibition; AID 1019; 190,000 tested, under 10 active; inhibition, % at 20 µM; purified bovine IAP, CDP-star luminescence, 30 min;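 active means over 50% inhibition of intestinal alkaline phosphatase at 20 µM in the single-dose screen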
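Assay system: bovine IAP enzyme; medium: DEA buffer 100 mM, pH 9.8, with MgCl2 1.0 mM, ZnCl2 0.02 mM; doses: 20 µM single dose; incubation: enzyme reaction for 30 min at room temperature; detection: CDP-star luminescence signal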
bIAP act = intestinal alkaline phosphatase (bovine) activation; 0.17% of 200,000 active; activation factor at 20 µM; AID 1016; purified bovine IAP, CDP-star luminescence, 30 min; stronger effect = higher value; fold of DMSO-control signal, blank-subtracted;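 active means activation factor of 2 or more at 20 µM, a signal rise over negative controls twice the positive control's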
TNAP inh no acc = inhibitors of human TNAP without phosphate acceptor; P05186; purified TNAP, CDP-star luminescence, 30 min; inhibition, % at 20 µM; 0.26% of 200,000 active; AID 1012;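 active means tissue-nonspecific alkaline phosphatase inhibition above about 50% at 20 µM in the single-dose screen, limit read from the data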;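 further: 0% = DMSO negative control and 100% = EDTA positive control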
* = called active by the depositor; · = no result given.

SMILES	SRC2 TRFRET art	TNAP act hiacc	TNAP inh hiacc	PPARg SRC-3 ag	PPARg SRC1 recr	Efa HMGR inh	PPARg SRC-2 ag	bIAP inhibitor	bIAP act	TNAP inh no acc
C/C(Cn1nnc([N+](=O)[O-])n1)=N\NC(=O)c1ccc(C)cc1	1527	1	-4	-3	3	-3	-5	-4	1	-4
Clc1ccc(NCn2cncn2)nc1	1459	1	0	-5	-5	-10	4	1	1	-4
Cc1cc2c(C)nc(N/N=C/c3ccccc3)nc2o1	1710	1.1	-6	2	8	-1	9	16	0.8	-31
O=C(c1cc(-c2ccco2)on1)N1CCCc2ccccc21	1516	1	-4	-4	5	-2	-3	6	0.9	-15
COC(=O)c1ccc(N2CCCCC2)c(NS(=O)(=O)c2ccc(C)cc2)c1	1300	1	-1	-1	1	-3	-2	0	1	0
O=C1CCN(S(=O)(=O)c2ccccc2)C2CCCCC12 (stereo not drawn)	1253	1	0	-2	-3	3	-5	4	1	-5
O=S(=O)(NCc1cc(-c2ccccc2Cl)no1)c1ccc(Cl)cc1	1598	1	-4	3	-4	3	7	16	0.8	-7
Cc1c(NC(=O)c2nn(C)c(=O)c3ccccc23)c(=O)n(-c2ccccc2)n1C	1316	·	·	-7	-1	·	-2	·	·	·
Cc1ccccc1NC(=O)N1CCc2ccccc2C1	1477	1.1	-6	2	3	-3	0	4	1	-9
CCN(CC)S(=O)(=O)c1cccc(C(=O)Oc2cccc(NC(=O)c3cccs3)c2)c1	1539	1	-1	0	3	1	7	14	0.9	-6
CC(=O)Nc1ccc(NC(=O)C2CC(=O)N(c3ccccc3Cl)C2)cc1 (stereo not drawn)	1743	1	-3	-4	1	2	0	2	1	-13
O=C(C1CC2CCC1C2)N1CCN(Cc2ccc3c(c2)OCO3)CC1 (stereo not drawn)	1606	1.1	-6	-1	3	-9	0	0	1	-10
O=C(NCc1ccccn1)C1CCN(S(=O)(=O)c2ccccc2)CC1	1441	1.1	-7	-10	4	0	-1	8	0.9	-18
CCCn1c(N)c(C(=O)CSc2nc(C)cs2)c(=O)n(C)c1=O	1441	1	3	10	11	-9	10	1	1	6
COc1ccc(NC2=NCC(Cc3ccc(Br)cc3)S2)cc1 (stereo not drawn)	1503	1	-2	4	6	-5	9	-6	1.1	-4
COc1ccc(CNCc2cccc(Cl)c2)cc1	1528	1	3	1	-4	-1	-6	19	0.8	1
Cc1ncc2c(c1OC(=O)c1ccccc1)COC(C)(C)OC2	1617	1.1	-10	-4	3	-8	2	1	1	-16
Cc1c(C(=O)O)oc2ccc(S(=O)(=O)NCc3ccc(F)cc3)cc12	1424	1	-3	6	5	-1	-2	4	1	2
Cc1cccc(-n2c(O)c(C=Nc3ccccc3)c3ccccc3c2=O)n1	1412	1	-3	1	8	3	2	-3	1	-11
CC(C)NC(=O)c1cccc(C(F)(F)F)c1	1586	1	-4	5	4	-1	2	3	1	6
Cn1c(NCC2CCCO2)nc2c1c(=O)n(Cc1ccccc1)c(=O)n2C (stereo not drawn)	1580	1.1	-8	2	1	-5	10	-8	1.1	4
Cn1c(N2CCCCC2)nc2c1c(=O)[nH]c(=O)n2C	1431	1.1	-6	-4	3	-1	-3	0	1	-8
COc1cccc(C2CC(c3ccccc3OC)n3ncnc3N2)c1 (stereo not drawn)	1730	1	-2	12	3	3	3	-14	1.1	-11
Cc1cc(C)n(-c2cc(N3CCN(C(=O)c4ccc(C(C)(C)C)cc4)CC3)ccc2[N+](=O)[O-])n1	1721	0.9	5	-8	7	0	3	-3	1	4
CC1CCCN(C(=O)Cn2c(=O)oc3ccccc32)C1 (stereo not drawn)	1724	1	-2	11	-1	-4	5	5	1	-8
CCc1cccc(C)c1NC(=O)C(c1ccc(O)cc1)N1CCC1=O (stereo not drawn)	1508	1.1	-6	-4	-2	6	0	8	0.9	-13
Cc1cc(C)n(-c2nnc(SCC(=O)NC3CCCC3)c3ccccc23)n1	1474	1.1	-6	12	-4	0	5	16	0.8	-8
Cc1ccc2nsnc2c1NC(=O)c1cccc([N+](=O)[O-])c1	1506	1	-4	-1	5	6	1	9	0.9	-22
O=C(COC(=O)c1ccc(O)cc1)Nc1ccccc1[N+](=O)[O-]	1521	1.1	-8	-3	3	-1	1	-8	1.1	-39
COc1cc(CNc2ccc(N3CCCC3)cc2)cc(Cl)c1OC	1390	1	4	7	-1	-1	1	-1	1	12
COc1ccc(CNC(=O)C(C)N(Cc2ccco2)C(=O)c2snc(C(N)=O)c2N)cc1 (stereo not drawn)	1505	1.1	-6	7	6	-4	1	-8	1.1	-7
FC(F)(F)c1cccc(-c2cc3ccccc3nc2N2CCCC2)c1	1573	1	-1	8	6	0	11	-5	1	-11
COc1cc(C(=O)O/N=C(\N)c2ccncc2)cc(OC)c1OC	1667	1	-1	3	-7	·	8	2	1	-10
O=C(COC(=O)c1ccc(Br)o1)Nc1ccc(S(=O)(=O)N2CCCC2)cc1	1302	1	-4	2	-5	-9	5	24	0.8	-8
CC(C)CN(C(=O)C(c1ccccc1)c1ccccc1)c1c(N)n(CC(C)C)c(=O)[nH]c1=O	1578	1	-3	1	2	0	5	-8	1.1	-12
COc1cc2[nH]c(=S)n(Cc3ccc(C)cc3)c(=O)c2cc1OC	1533	1	-2	4	5	-1	6	6	0.9	-6
Cc1nn(-c2nc3ccccc3s2)c(N)c1-c1ccc(Cl)cc1	1322	1	-4	-6	-2	-5	10	10	0.9	-5
CSC(=NC#N)N1CCN(c2cccc(Cl)c2)CC1	1454	1	-2	-2	-16	-4	5	9	0.9	2
Cc1cc(N2C(=O)C(O)=C(C(=O)c3ccco3)C2c2cccnc2)no1 (stereo not drawn)	1550	1	-2	9	5	-16	10	8	0.9	-10
O=C(Nc1cccc(-c2nnc(-c3ccccc3)o2)c1)c1ccco1	·	1	-1	·	·	·	·	12	0.9	-5
Cc1nc2ccccn2c1C(=O)NN=C1CCCC1	1639	1	-2	0	1	5	5	-9	1.1	-22
COc1ccc(Nc2oc(-c3ccco3)nc2S(=O)(=O)c2ccc(F)cc2)cc1	1467	1	-1	-1	4	1	5	16	0.8	-1
O=C(CCC1CCCC1)N1CCN(C(=O)c2ccco2)CC1	1518	1.1	-7	-6	5	-12	-3	10	0.9	-15
CC1CCc2[nH]nc(C(=O)O)c2C1 (stereo not drawn)	1651	1.1	-7	-2	-2	-5	7	14	0.9	8
CCOC(=O)c1cccc(NC(=O)CCS(=O)(=O)c2cccc3nsnc23)c1	1623	1.1	-8	1	6	-2	8	16	0.8	-9
CCN(CC)CCNC(=O)CCc1nn(C)c(=O)c2ccccc12	1642	1.1	-7	3	9	1	2	-1	1	-15
Cc1cc(C)n2nc3ccccc3c2n1	1587	1.1	-5	-7	-1	-3	1	-2	1	-9
CCOc1ccc(NC(=O)COC(=O)CCS(=O)(=O)c2ccc(C)cc2)cc1	1472	1	-4	3	1	-6	-2	-3	1	-8
COc1ccc(NS(=O)(=O)c2cc(NC(=O)c3nn(C)c(=O)c4ccccc34)ccc2OC)cc1	1350	1	2	5	6	-2	5	-7	1.1	-7
COc1cc(S(=O)(=O)NCc2ccccc2)ccc1F	1647	1	-4	-5	3	-1	2	26	0.7	-11

Next part
SMILES	SRC2 TRFRET art	TNAP act hiacc	TNAP inh hiacc	PPARg SRC-3 ag	PPARg SRC1 recr	Efa HMGR inh	PPARg SRC-2 ag	bIAP inhibitor	bIAP act	TNAP inh no acc
CCOC(=O)C(NC(C)=O)C(OC(C)=O)c1cccc(N(CCO)CCO)c1 (stereo not drawn)	1520	1	-2	-2	7	-1	4	4	1	-7
CCCCn1c(=O)n(C)c(=O)c2c3c(sc21)COC(C)(C)C3	1585	1	-1	-13	6	0	-8	-1	1	-9
COc1ccccc1NC(=S)NCCSc1ccc(Cl)cc1	1465	1	2	1	8	-2	2	1	1	-23
O=C(O)c1cc(-c2ccco2)nc2ccccc12	1623	1	-2	3	2	3	7	2	1	-10
CCn1cc(C(=O)N2CCN(c3ccc(C(C)=O)cc3)CC2)c2cc(OC)c(OC)cc2c1=O	1548	1	-4	3	2	-2	7	-7	1.1	-9
O=C(NCC12CC3CC(CC(C3)C1)C2)c1nn2c(c1Cl)NC(c1ccco1)CC2C(F)(F)F (stereo not drawn)	1396	1	4	-1	-9	-6	-9	5	1	20
CC1C2C(c3ccccc3)N(C)C(=O)N(C)C2N(C)C(=O)N1C (stereo not drawn)	1647	1	1	1	-2	0	-5	-6	1.1	-11
Cc1onc(-c2ccccc2)c1C(=O)n1nnc2ccccc21	1598	1	-3	3	2	-1	7	1	1	-8
COc1c(Br)cc2c(C)c(C(=O)N3CCOCC3)oc2c1Br	1687	1	-3	-2	17	6	5	9	0.9	-8
COC(=O)/C=C/CSC1=N/C(=C/c2ccc(-n3cncn3)cc2)C(=O)N1	1627	1.1	-8	2	2	2	8	2	1	-3

Among those listed so far, these have two or more sulfur atoms:
SMILES	SRC2 TRFRET art	TNAP act hiacc	TNAP inh hiacc	PPARg SRC-3 ag	PPARg SRC1 recr	Efa HMGR inh	PPARg SRC-2 ag	bIAP inhibitor	bIAP act	TNAP inh no acc
CCN(CC)S(=O)(=O)c1cccc(C(=O)Oc2cccc(NC(=O)c3cccs3)c2)c1	1539	1	-1	0	3	1	7	14	0.9	-6
CCCn1c(N)c(C(=O)CSc2nc(C)cs2)c(=O)n(C)c1=O	1441	1	3	10	11	-9	10	1	1	6
CCOC(=O)c1cccc(NC(=O)CCS(=O)(=O)c2cccc3nsnc23)c1	1623	1.1	-8	1	6	-2	8	16	0.8	-9
COc1ccccc1NC(=S)NCCSc1ccc(Cl)cc1	1465	1	2	1	8	-2	2	1	1	-23

Next results follow:
SMILES	SRC2 TRFRET art	TNAP act hiacc	TNAP inh hiacc	PPARg SRC-3 ag	PPARg SRC1 recr	Efa HMGR inh	PPARg SRC-2 ag	bIAP inhibitor	bIAP act	TNAP inh no acc
Cc1ccc(C(=O)CN(C(=O)c2ccc(Cl)cc2)N2C(=O)c3ccccc3C2=O)cc1	1631	1.1	-7	4	4	1	7	7	0.9	-14
CC(C)(C)n1nnnc1C(c1ccc(Cl)cc1)N1CCCc2ccccc21 (stereo not drawn)	1647	1	-2	-1	1	-2	6	-2	1	4
CC1CCN(S(=O)(=O)c2ccc3c(c2)c(=O)c(C(=O)NC2CCCC2)cn3C)CC1	1360	1	-3	3	-4	1	4	-1	1	5
CCNC(=S)NNC(=O)c1cc(C)on1	1623	1.1	-6	4	-4	-4	10	-15	1.1	-12
N#CCCN(C(=O)CSc1ccc2c(c1)OCCO2)c1ccccc1	1418	1	-2	4	3	-3	6	6	0.9	-2
CC(C)(C)[C@H]1C=C(C(=O)N2CCN(Cc3ccc4c(c3)OCO4)CC2)O[C@@H](OCc2ccc(CO)cc2)C1	1430	1.1	-7	-3	-1	19*	2	-10	1.1	-7
COc1ccc(OCCC(=O)OCc2c(C)noc2C)cc1	1412	1.1	-5	5	-2	-3	-13	5	1	-8
O=C(O)CCn1c(=O)[nH]c2ccccc2c1=O	1460	1	-2	-9	-7	0	1	5	0.9	-12
CNC(=S)N(C)c1ccccc1	1549	1.1	-8	1	-5	0	5	3	1	-3
CS(=O)(=O)N(CC(=O)N/N=C/c1cc([N+](=O)[O-])ccc1Cl)c1ccccc1	1562	1	0	0	4	-9	2	8	0.9	-2
Cc1ccc(C)c(S(=O)(=O)N/N=C/c2ccc(N(C)C)cc2)c1	1633	1	-3	-5	11	0	0	-4	1	-18
